# Screening data: PubChem, National Center for Advancing Translational Sciences (NCATS)
# Chronic BCR inh = blocks chronic active B-cell receptor signaling. ABC-DLBCL IkBa-CBG/CBR reporter, luminescence ratio, 4 h. Potency, µM (top dose mostly 46.1 µM), for the others: at the highest dose ratio change, negative = lower green/red ratio, actives largely listed as inhibitors. hit rate 0.05% among 340,000; active = well fitted inhibition curve with a large enough effect in the signal ratio, with a control signal flat, not every such curve was filed as active; inconclusive = small, poorly fitted or top-dose-only effect, or effect the other way, or a change in a side signal; the % refers to the signal ratio;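 note: potency is the fitted concentration of half-maximal effect; plate controls were basal doxycycline-induced cells for no effect and cells given 10 µM MG132 for full effect; MG132 reads +100%, hits lower the ratio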
#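 Cell line TMD8 (human ABC DLBCL), stably expressing tet-inducible CBG68-IkBa fusion and CBR; IMDM/0.5% FBS; cpd up to 46 uM; dox induction, 4 h, 37C/5% CO2; dual luminescence; green/red ratio; MG132 control.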
# PKM2 act = PKM2 (human) enzyme activation; Potency, µM (doses to about 57.5 µM), for the others: at the top dose activation, hits mostly activators; AID 1631; hit rate 0.34% among 260,000; purified PKM2, Kinase-Glo ATP luminescence, activation; response scale: 0% is enzyme alone, no compound; note: potency is the fitted concentration of half-maximal effect; % is set by controls: 0 for no effect and ±100 for the full control effect; nearly all actives have a fitted effect of over 55% in size
#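 ATP formation by purified human PK-M2, quantified via coupled luciferase luminescence after 1 h at room temperature with 0.1 mM ADP and 0.5 mM PEP final.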
# TSHR antagonist = human thyrotropin receptor antagonism. TSHR-expressing cells, TSH-stimulated cAMP HTRF, 2 h; stronger effect = lower value. activity change, negative = inhibition, % at 11.5 µM. hit rate 0.2% among 330,000;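 active = activity change below a set negative limit, meaning inhibition stronger than a set level, cut at about -70% in these data; inconclusive = activity change between two set negative limits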; note: % is set by controls: 0 for no effect and ±100 for the full control effect
#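 Inhibition of cAMP made by TSHR-expressing cells under TSH stimulation (4nM final, EC80; 2 h, 37 deg C) is quantified with a one-step lysis HTRF kit, anti-cAMP cryptate versus cAMP-d2.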
# hERG WT inh = inhibitors of human wildtype KCNH2 potassium channel; activity change, % at 1.84 µM; U2OS, BacMam KCNH2, thallium flux FluxOr; stronger effect = lower value; hit rate 0.37% among 340,000;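 active = maximum activity change below -70%; inconclusive = maximum activity change between -70% and -50%; inactive = maximum activity change above -50%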; note: % is set by controls: 0 for no effect and ±100 for the full control effect
# Target sequence (Q12809 whole entry, looked up): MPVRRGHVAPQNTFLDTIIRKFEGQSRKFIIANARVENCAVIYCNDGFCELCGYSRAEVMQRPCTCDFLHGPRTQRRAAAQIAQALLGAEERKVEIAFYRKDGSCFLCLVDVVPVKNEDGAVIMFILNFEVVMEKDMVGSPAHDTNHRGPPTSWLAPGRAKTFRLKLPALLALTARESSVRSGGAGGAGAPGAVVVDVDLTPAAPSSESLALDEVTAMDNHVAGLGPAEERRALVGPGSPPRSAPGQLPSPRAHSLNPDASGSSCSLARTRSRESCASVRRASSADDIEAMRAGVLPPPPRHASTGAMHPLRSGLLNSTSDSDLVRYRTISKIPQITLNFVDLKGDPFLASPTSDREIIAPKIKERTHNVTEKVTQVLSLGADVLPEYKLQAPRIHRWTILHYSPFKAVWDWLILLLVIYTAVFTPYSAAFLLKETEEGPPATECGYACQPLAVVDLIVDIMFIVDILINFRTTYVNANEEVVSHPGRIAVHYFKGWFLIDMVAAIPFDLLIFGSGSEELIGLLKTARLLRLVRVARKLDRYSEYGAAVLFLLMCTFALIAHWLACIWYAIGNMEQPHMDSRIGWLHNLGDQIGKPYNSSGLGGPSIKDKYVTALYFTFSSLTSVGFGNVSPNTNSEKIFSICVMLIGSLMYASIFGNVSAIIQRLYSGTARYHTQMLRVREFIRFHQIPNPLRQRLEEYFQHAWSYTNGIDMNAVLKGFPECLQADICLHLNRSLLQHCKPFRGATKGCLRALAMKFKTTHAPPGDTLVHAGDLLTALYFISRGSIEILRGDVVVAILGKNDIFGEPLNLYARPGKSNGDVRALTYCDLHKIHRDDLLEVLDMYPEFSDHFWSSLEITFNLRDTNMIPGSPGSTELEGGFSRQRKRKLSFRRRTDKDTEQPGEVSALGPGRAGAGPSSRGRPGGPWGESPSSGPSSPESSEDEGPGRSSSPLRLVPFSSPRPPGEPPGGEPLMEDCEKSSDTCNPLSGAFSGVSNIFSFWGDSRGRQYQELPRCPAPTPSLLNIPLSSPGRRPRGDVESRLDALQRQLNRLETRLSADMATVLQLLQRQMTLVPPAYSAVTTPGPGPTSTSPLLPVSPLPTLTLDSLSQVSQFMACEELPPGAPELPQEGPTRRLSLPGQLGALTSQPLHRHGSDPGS
#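 U2OS cells transduced with wild-type KCNH2 virus are loaded with FluxOr dye for 45 min, and thallium flux is measured in kinetic reads before and after stimulation buffer. Rate constants are normalized to DMSO controls.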
# Mito fusion act = blocks mitochondrial division or promotes mitochondrial fusion. S. cerevisiae fusion-defective mutant growth rescue, CellTiterGlo 48 h. Potency, µM (highest dose often 46.1 µM), for the others: at the top dose growth rescue (activation), usual class: activators. hit rate 0.23% among 320,000;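 note: potency is the fitted concentration of half-maximal effect; % of control where 0% means no effect; nearly all actives have a fitted effect of over 45% in size; temperature-sensitive fusion mutants such as fzo1-1 at 37 °C on non-fermentable ethanol glycerol medium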
#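 Yeast fusion mutant, YPEG (non-fermentable carbon), compound, 48 h at 37C non-permissive; CellTiterGlo added, 10 min RT, luminescence read. Rescued growth = division inhibition.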
# Menin-MLL TR inh = inhibitors of human menin-MLL interaction, mutant MLL peptide; Potency, µM (series often up to 61.6 µM), without a hit: at the top dose FP activity change, negative = inhibition, usual class: inhibitors; AID 1768; Menin + Texas Red MLL mutant peptide, fluorescence polarization; hit rate 0.23% among 270,000; active = well fitted inhibition curve with a large enough effect in the polarisation, with a control signal flat, not every such curve was filed as active; inconclusive = small, poorly fitted or top-dose-only effect, or effect the other way, or a change in a side signal; inactive = no such curve, though single readings can be large or run the other way; the % refers to the polarisation; note: potency is the fitted concentration of half-maximal effect; % of control where 0% means no effect; many of its hits are not listed in these tables
# USP2a block = USP2a (human) protease inhibition; O75604; USP2 core, Ub-CHOP2 coupled fluorogenic reporter, 485/531; Potency, µM (top dose mostly 38.3 µM), for inactives: at the top dose activity change, negative = inhibition, usual class: inhibitors; hit rate 0.01% among 330,000; AID 463254;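 note: potency is the fitted concentration of half-maximal effect; plate controls were DMSO wells for no effect and full inhibition by NEM control for full effect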
#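 USP2 core (10nM final) preincubated 30min RT with compound in 20mM Tris-HCl pH 8.0, 2mM CaCl2, 2mM beta-mercaptoethanol, 0.05% CHAPS; 25nM Ub-CHOP2 plus 25nM reporter substrate added, fluorescence (Ex485/Em531) read after 60min.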
# Eya2 phos inh = inhibitors of human Eya2 phosphatase activity. O00167. recombinant Eya2, OMFP fluorescence dephosphorylation (OMFP is methylfluorescein phosphate). Potency, µM (titrated, usually from 76.9 µM), without a hit: at the highest dose activity, negative = inhibition, actives largely listed as inhibitors. hit rate 0.006% among 330,000. AID 488837; note: potency is the fitted concentration of half-maximal effect; % is set by controls: 0 for no effect and ±100 for the full control effect
#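 Eya2 protein (added as 0.2 uM solution) was preincubated with compound for 10 min at ambient temperature in 50 mM HEPES pH 7.5, 50 mM NaCl, 5 uM MgCl2, 0.05% BSA, 1 mM DTT. OMFP (added at 50 uM) then reacted 10 min; fluorescence read at 485/525 nm.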
# GALK inhibitor = galactokinase (human) inhibition | hit rate 0.007% among 270,000 | Purified GALK, Kinase-Glo residual ATP luminescence | P51570 | Potency, µM (top dose mostly 57.5 µM), for the others: at the highest dose activity change, negative = inhibition, most hits filed as inhibitors; note: potency is the fitted concentration of half-maximal effect; % is set by controls: 0 for no effect and ±100 for the full control effect
#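 The enzyme phosphorylates galactose (100 uM) using ATP (35 uM); inhibition is detected as higher residual ATP, quantified by bioluminescence after 1 h reaction at room temperature, pH 8.0.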
# S-ASM inh = inhibitors of human secretory acid sphingomyelinase | hit rate 0.006% among 340,000 | AID 504937 | Potency, µM (highest dose often 57.5 µM), for inactives: top-dose activity change, negative = inhibition, most hits filed as inhibitors | P17405 | placental ASM, HMU-PC fluorogenic substrate, 60 min; note: potency is the fitted concentration of half-maximal effect
#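 Fluorogenic HMU-PC substrate (9 uM final) is turned over by placental ASM in 60 min at 37 C after a 10 min compound preincubation. Reaction ended by alkaline stop (pH 10), with fluorescence read at 386/447 nm.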
# MBNL1-CUG inh = MBNL1-poly(CUG) RNA binding inhibition | Q9NR56 | TR-FRET MBNL1-His/biotin-(CUG)12 binding, 665/545 ratio | Potency, µM (doses to about 57.5 µM), inactives show at the top dose activity change, negative = inhibition, hits mostly inhibitors | hit rate 0.036% among 280,000; active = well fitted inhibition curve with a large enough effect in the signal ratio, with a control signal flat, not every such curve was filed as active; inconclusive = small, poorly fitted or top-dose-only effect, or effect the other way, or a change in a side signal; inactive = no such curve, though single readings can be large or run the other way; the % refers to the signal ratio; note: potency is the fitted concentration of half-maximal effect; % is set by controls: 0 for no effect and ±100 for the full control effect
#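 Ratiometric TR-FRET (665 over 545 nm, excitation 340 nm) tracks disruption of MBNL1-His/biotin-(CUG)12 complex after 60 min at room temperature, with compounds at 92 nM to 58 uM final.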
# * marks the source's active call; other numbers are inactive results; u = inconclusive; x = not tested or not shown; [ ] = dose if it differs, or a comment. Unless noted, calls come from the whole dose curve; as a rule, active = well fitted curve in the direction sought with a large enough effect; inconclusive = small, poorly fitted or top-dose-only effect, or another doubt; inactive = no such curve, though single readings can be large; an effect the other way counts as inactive or inconclusive. An excerpt; count on the stated rates, not on these rows.
mol,hERG WT inh,Eya2 phos inh,PKM2 act,Menin-MLL TR inh,GALK inhibitor,S-ASM inh,USP2a block,MBNL1-CUG inh,TSHR antagonist,Chronic BCR inh,Mito fusion act
Cc1ccc2cc3cc(C(=O)NCCCN4CC(C)CC(C)C4)oc3nc2c1 (configuration not stated),1.0,2.8%,1.5%[0.46 µM],-24.2%,4.6%,3.6%,2.7%,u,-0.9,8.8%,-2.5%
C=CCSc1nc2ccccc2[nH]1,-25.7,0.6%,-2.8%,u,3.8%,6.5%,-4.2%,-10.8%,12.5,0.1%,-2.1%
O=C(Cn1nc(C(F)(F)F)c2c1CCC2)NCc1ccc(F)cc1,-7.1,-8.1%,-0.1%,10.2%,0.3%,1.8%,-0.8%,4.0%,-8.2,0.3%,4.9%
O=C(NCc1nnc(SCC(=O)N2CCN(c3ccccc3)CC2)o1)c1ccc(F)cc1,-6.6,5.9%,4.0%,-18.6%,-6.6%,-3.1%,0.5%,-7.2%,25.0,4.1%,1.9%
COc1cccc(/C=C2\SC(=S)N(CC3CCCO3)C2=O)c1 (configuration not stated),-14.6,6.0%,4.3%,-15.0%,0.2%,-10.3%,2.6%,u,-10.4,u,29.1%
CC1CCCC(NC(=O)CSc2n[nH]c(N)n2)C1C (configuration not stated),-5.9,-5.5%,x,x,x,-1.1%,1.8%,x,30.5,-4.3%,x
CC1=NN(c2ccc(Cl)c(C(=O)O)c2)C(=O)/C1=C/c1ccc(-c2ccccc2[N+](=O)[O-])o1,3.4,10.3%,x,u,-18.7%,-0.8%,3.2%,14.2%,-6.5,u,18.4%
CCCCC1CCC(C(=O)N(C)CC(=O)Nc2cccc(OC)c2)CC1 (configuration not stated),-5.5,-24.3%,x,x,x,-10.5%,-12.8%,x,22.4,2.6%,6.1%
O=C(CN1C(=O)NC2(CCc3ccccc32)C1=O)Nc1c(Cl)cccc1Cl (configuration not stated),3.0,-39.1%,x,x,x,0.4%,3.7%,x,x,0.8%,x
CCc1ccc(S(=O)(=O)NCCc2cn3ccsc3n2)s1,-0.5,-5.4%,0.0%,0.4%[11.7 µM],4.3%,-4.0%,3.9%,0.0%,-2.6,1.0%,-0.7%
COc1cc(C2NC(=S)NC3=C2C(=O)CCC3)ccc1O (configuration not stated),-4.1,7.2%,-12.4%,-7.2%,6.1%,3.5%,-1.6%,1.0%,10.5,-6.8%,-0.7%
O=C(CCc1ccccc1)NCCS(=O)(=O)N1CCN(c2ccccc2)CC1,-0.6,7.3%,x,x,x,-0.7%,-0.3%,x,x,-16.1%,2.6%
CCOC(=O)c1ccc2c(c1)n(CC)c(C)[n+]2CC,-7.6,-6.2%,0.0%,-1.8%,1.6%,6.0%,-2.3%,0.4%,-2.7,-1.1%,-0.7%
Cc1ccc(C(=O)N2N=C(c3ccccc3)CC2(O)C(F)(F)F)o1 (configuration not stated),-0.5,-2.4%,0.8%,-18.1%,1.8%,-3.4%,1.7%,-11.9%,8.1,u,-5.1%
CSC(=CC(=O)c1ccc(F)cc1)SC,4.1,-0.8%,-2.1%,x,x,-2.1%,2.2%,u,-6.7,-1.2%,5.8%
COc1ccc(S(=O)(=O)Nc2ccccc2C(=O)N2CCCC2)cc1OC,1.8,-6.0%,9.5%,x,-1.8%,6.1%,1.4%,-23.9%,15.3,-4.5%,-1.6%
CC(=O)c1ccc(NC(=O)CCCN2C(=O)COc3ccc(C)cc32)cc1,3.4,-9.9%,x,1.3%,-2.3%,0.4%,2.6%,2.0%,-15.5,0.1%,-5.3%
Cc1ccnc(SCc2cc(=O)c(OC(=O)c3ccc(Br)o3)co2)n1,-5.9,-9.5%,16.5%,9.6%,-1.8%,3.1%,1.1%,-0.8%,15.3,-1.7%,-7.0%
CC1=NN(c2nc3ccccc3[nH]2)C(=O)C1Cc1ccccc1 (configuration not stated),-10.6,10.9%,6.0%,x,-2.0%,6.4%,-0.8%,7.7%,-3.5,-10.7%,-5.1%
CC(=O)Nc1nc(-c2ccccc2)c(-c2ccccc2)o1,1.6,3.4%,-3.1%,-8.7%,-3.1%,-2.4%,1.0%,6.9%,2.2,11.2%,-6.6%
COc1cccc(N2CCN(CC(=O)Nc3nc4c(s3)CC(C)CC4)CC2)c1 (configuration not stated),-9.4,-29.4%,0.5%,-0.3%,-2.8%,-3.6%,-4.5%,1.2%,-5.5,0.6%,20.5%
CN(C)CCNC(=O)COc1ccc(Cl)cc1Cl,10.0,5.8%,-4.4%,-12.4%,x,3.2%,0.2%,0.6%,3.6,3.3%,-0.7%
COC(=O)CN(c1ccccc1)S(=O)(=O)c1cc(Br)ccc1OC,1.8,2.7%,4.3%,8.7%,0.7%,-2.7%,0.6%,-5.6%,20.8,-11.1%,5.8%
COc1ccc(NC2=C3CCCC=C3N(c3ccc(OC)cc3)C2=O)cc1,x,-1.5%,-5.9%,-1.1%,0.6%,-7.7%,1.7%,4.5%,7.3,-16.4%,-3.5%
Fc1ccc(NC(=S)Nc2ccccc2N2CCOCC2)cc1Cl,1.0,2.7%,x,24.8%,0.4%,-1.3%,3.4%,-4.7%,-5.4,u,-0.1%
CCOC(=O)c1sc2ncn(C(CC)C(=O)OCC)c(=O)c2c1C (configuration not stated),-17.5,-5.1%,-1.4%,0.9%,6.9%,-2.9%,1.0%,8.5%,-7.9,-0.4%,8.8%
COc1ccccc1-c1nc(SCC(=O)N(C)c2ccccc2)c2c(=O)n(C)c(=O)n(C)c2n1,-1.0,-2.4%,1.3%,-4.1%,0.2%,1.6%,2.4%,-2.5%,-1.3,-7.5%,-4.7%
CCCCNC(=S)N/N=C/c1ccc(C)s1,8.8,9.7%,-3.2%,-1.4%,1.4%,-3.0%,3.1%,21.7%,-6.6,-6.0%,-4.0%
CCOc1nc(C)ccc1-c1noc(-c2ccccn2)n1,1.2,-7.0%,-2.9%,-15.2%,1.9%,1.5%,2.3%,7.7%,-4.8,u,3.2%
COCCCn1c(SCC(=O)NCc2ccco2)nc2sc3c(c2c1=O)CCC3,-12.5,5.5%,18.8%,-23.1%,-0.5%,-3.2%,3.5%,7.5%,-7.3,1.4%,2.9%
O=c1c2ccccc2nc(SCc2nc(-c3ccccc3)no2)n1-c1ccc(F)cc1,11.7,7.3%,1.0%,4.9%,-0.3%,-7.3%,1.4%,-0.5%,11.7,u,6.6%
CC(OC(=O)Cc1c[nH]c2ccccc12)C(=O)NC1CCCCC1C (configuration not stated),3.3,-1.7%,x,x,x,-0.9%,-4.0%,x,13.5,-0.3%,11.8%
CCn1cc(C2Nc3ccccc3C(=O)N2O)c(C)n1 (configuration not stated),12.6,3.1%,9.7%,-6.0%,-1.5%,0.8%,-0.3%,-5.4%,-3.4,7.2%,-10.4%
O=C(C1CCN(S(=O)(=O)N2CCC3(CC2)OCCO3)CC1)N1CCCCC1,-33.4,10.6%,-5.9%,-16.5%,x,5.8%,-1.2%,-7.8%,1.8,2.1%,-3.0%
COc1cc(-c2noc(C)c2C#Cc2ccsc2)cc(OC)c1OC,8.3,8.3%,-1.6%,0.7%,x,-29.0%,2.0%,-2.6%,6.3,u,4.1%
COc1ccc(CNC(=O)CCC(=O)Nc2nnc(C(F)(F)F)s2)cc1,-5.6,1.9%,-3.4%,-0.6%,-3.2%,1.4%,0.3%,6.3%,-0.3,1.1%,0.7%
N#Cc1ccsc1NC(=O)CN1CCCCC1,-3.9,14.9%,5.2%,-30.0%,2.2%,-2.5%,-3.6%,6.3%,34.0,24.3%,-2.1%
CCN(CC)CCN(Cc1cc2ccc(C)c(C)c2[nH]c1=O)C(=S)NCc1ccco1,23.7,-0.8%,22.7%,u,0.3%,-5.2%,-1.7%,12.7%,-0.9,u,-4.2%
Cc1nc([N+](=O)[O-])cn1-c1nc2ccccn2c1[N+](=O)[O-],-7.7,8.2%,-5.9%,13.7%,x,-0.5%,2.7%,u,-4.9,1.4%,-29.2%
